Assay outcomes as filed in PubChem.
TLR4 MyD88 comp = TLR4-MyD88 interaction inhibition in cells. O00206+Q99836. HeLa CL3-4 TLR4/MyD88 BLA complementation, FRET ratio. inhibition, % at 8.4 µM. 200,000 tested, 0.18% active; in the data active = inhibition above about 25%;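 note: 0% = vehicle and 100% = reference inhibitor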
STAT3 blocker = inhibitors of IL-6 induced STAT3 signaling. U3A cells, IL-6 STAT3-luciferase reporter, luminescence; host cell line lacks STAT1. inhibition, % at 5.5 µM. 190,000 tested, 0.89% active. AID 862;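 active = inhibition above the mean inhibition across all screened compounds plus 3 SD, cut at about 44% in these data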;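 note: 0% = DMSO only wells and 100% = 100 µM nifuroxazide control wells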
STAT3 activator = STAT3 signaling activation; activation (% of control), % at 5.6 µM; 190,000 tested, 0.91% active; U3A cells, IL-6 STAT3-luciferase reporter, luminescence; 100% = signal with IL-6 EC80 alone;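 active = activation above the screen-wide mean of compound activation plus 3 SD, cut at about 130% in these data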;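 note: 0% = background luminescence of wells with medium and substrate only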
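Test system: human U3A cells carrying STAT3-luciferase construct; control set: IL-6-only wells as 100% reference; timing: compound pre-incubation 1 h before IL-6, then 6 h stimulation at 37 °C; also added: IL-6 stimulus at 33 ng/mL final; evaluation: % activation versus median of IL-6-stimulated wells; detection: reporter luminescence signal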
RAM network inh = inhibitors of the yeast RAM network. AID 868. 190,000 tested, 1.8% active. S. cerevisiae dse1pr::URA3 reporter, 5-FOA growth OD615, 2 d; analog-sensitive cbk1-as2 kinase mutant strain. inhibition, % at 50 µM;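 active = inhibition above a set limit, 3 SD over mean compound inhibition, cut at about 8.4% in these data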;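 note: 0% = DMSO-only wells with no growth and 100% = 10 µM 1-NA-PP1 full growth; inhibition rescues growth on 5-FOA so higher OD means more RAM inhibition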
PPARg SRC-2 ag = PPARgamma-driven SRC-2 recruitment agonism. 200,000 tested, 0.34% active. P37231. activation, % at 8 µM. AID 1032. PPARgamma LBD-SRC-2 recruitment, biochemical; in the data active = activation above about 22%;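 note: 0% = vehicle and 100% = reference agonist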
Target sequence (P37231 whole entry, looked up, the tested form may be a part): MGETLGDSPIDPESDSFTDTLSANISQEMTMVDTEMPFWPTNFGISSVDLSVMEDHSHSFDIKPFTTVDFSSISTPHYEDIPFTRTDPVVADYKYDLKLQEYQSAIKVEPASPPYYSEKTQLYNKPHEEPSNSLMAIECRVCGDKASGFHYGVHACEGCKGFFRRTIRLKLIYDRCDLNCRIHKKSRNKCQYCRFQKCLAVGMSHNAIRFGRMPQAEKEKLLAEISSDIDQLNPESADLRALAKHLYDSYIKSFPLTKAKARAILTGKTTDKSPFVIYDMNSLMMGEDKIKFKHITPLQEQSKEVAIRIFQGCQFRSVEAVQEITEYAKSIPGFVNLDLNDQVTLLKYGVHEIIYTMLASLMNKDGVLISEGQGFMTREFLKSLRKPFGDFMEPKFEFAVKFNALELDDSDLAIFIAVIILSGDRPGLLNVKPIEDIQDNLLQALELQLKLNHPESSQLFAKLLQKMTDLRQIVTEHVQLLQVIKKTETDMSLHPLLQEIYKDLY
PPARg SRC1 recr = PPARgamma-driven SRC-1 recruitment agonism; PPARgamma-SRC-1 coactivator recruitment biochemical assay; activation, % at 8 µM; 200,000 tested, 0.41% active; AID 631; in the data active = activation above about 19%;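 note: 0% = DMSO and 100% = reference agonist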
SRC2 TRFRET art = TR-FRET artefact, counter-screen to PPARgamma/SRC-2 agonist assay; stronger effect = higher value; TR-FRET ratio at 8 µM; 200,000 tested, 0.4% active; AID 1049; in the data active = TR-FRET ratio above about 2000; note: inactives centre near 1500
PPARg SRC-3 ag = promotes SRC-3 coactivator recruitment by human PPARgamma. P37231. biochemical PPARgamma/SRC-3 coactivator recruitment assay. activation, % at 8 µM. 200,000 tested, 0.26% active; in the data active = activation above about 23%;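 note: 0% = DMSO and 100% = reference agonist; some compounds past the cut are filed as inactive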
S1P3 antag = blocks the human S1P3 receptor. Q99500. CHO S1P3 NFAT-BLA reporter, FRET fluorescence, antagonist mode. inhibition, % at 4.98 µM. 170,000 tested, 0.27% active. AID 485;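 active = inhibition above the plate cutoff, the mean inhibition of test wells on that plate plus 3 SD, cut at about 28% in these data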;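 note: cells challenged with S1P at its EC80 of 0.8 µM; blue over green emission ratio from cleaved BLA substrate after 4 h stimulation; 0% = S1P-stimulated wells and 100% = unstimulated DMSO-only wells; some compounds past the cut are filed as inactive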
Target sequence (Q99500 whole entry, looked up): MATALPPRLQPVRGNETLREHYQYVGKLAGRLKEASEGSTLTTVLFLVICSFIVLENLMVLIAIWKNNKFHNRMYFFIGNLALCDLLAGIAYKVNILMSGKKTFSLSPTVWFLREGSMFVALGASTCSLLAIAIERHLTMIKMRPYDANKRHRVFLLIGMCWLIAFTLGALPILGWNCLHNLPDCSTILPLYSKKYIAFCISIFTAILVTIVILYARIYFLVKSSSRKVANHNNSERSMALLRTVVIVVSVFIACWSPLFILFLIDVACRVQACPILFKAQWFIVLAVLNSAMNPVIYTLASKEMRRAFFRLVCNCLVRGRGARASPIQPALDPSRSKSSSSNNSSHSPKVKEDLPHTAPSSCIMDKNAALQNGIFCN
ROMK mod = human ROMK K+ channel modulation, primary screen; Tet-inducible ROMK, thallium flux fluorescence; actives lie on both sides; B-score at 10 µM; 130,000 tested, 2% active; AID 1918;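 active = signal ratio slope over the read window, or its plate-corrected B-score, at least 3 SD from the plate mean, either direction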;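 note: B-score of the F/F0 ratio slope over 7 to 12 s after thallium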
STAT1 blocker = STAT1 signaling inhibition; NIH 3T3 STAT1-luciferase reporter, IFN-gamma, luminescence; inhibition, % at 5.5 µM; 200,000 tested, 0.35% active; AID 920;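 active = inhibition above a set limit, the mean inhibition across all tested compounds plus 3 SD, cut at about 34% in these data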;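 note: 0% = IFN-gamma with DMSO and 100% = IFN-gamma with 300 µM nifuroxazide; values of inactives mirror those of a sister screen read the other way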
Starred values were filed as active, the others as inactive; . = not tested or not shown.

SMILES	TLR4 MyD88 comp	STAT3 blocker	STAT3 activator	RAM network inh	PPARg SRC-2 ag	PPARg SRC1 recr	SRC2 TRFRET art	PPARg SRC-3 ag	S1P3 antag	ROMK mod	STAT1 blocker
Cn1c(=N)n(CC(O)c2cccs2)c2ccccc21 (stereo not drawn)	-4.0	14.8	89.3	1.5	6.0	6.4	1596	0.0	3.9	-0.494	3.0
CCCCC(=O)NC(Nc1nc(C2CC2)cs1)(C(=O)OCC)C(F)(F)F (stereo not drawn)	0.7	8.0	95.8	0.3	-4.9	-4.0	1330	-7.6	22.2	-1.29	-1.0
CC(C)(C)N1CC(C(=O)O)CC1=O (stereo not drawn)	9.5	-6.7	107.7	0.9	2.5	0.7	1583	3.5	5.3	-0.0772	-3.6
O=C(NCC1CCCO1)c1ccc2c(=O)n(Cc3ccco3)c(SCC(=O)N3CCCC3)nc2c1 (stereo not drawn)	11.2	19.2	93.0	4.5	1.3	-2.5	1492	3.7	.	.	35.3*
COc1ccccc1N1CCN(C(c2cccs2)C(C)NC(=O)c2cccnc2)CC1 (stereo not drawn)	-5.7	1.3	103.0	-0.4	3.8	5.1	1558	4.4	-2.2	0.34	2.2
C/C(=N\NC(=O)C(N)=O)c1cccc(C(F)(F)F)c1	-14.5	-2.1	101.5	1.4	-1.8	-9.7	1282	-4.8	-14.7	0.564	-2.4
O=C(N1CCCCC1)C12CC3CC(C1)CC(C(=O)N1CCCCC1)(C3)C2	-4.8	20.5	87.6	-0.3	1.1	-0.9	1490	-8.0	-5.9	.	-2.3
COC(=O)c1nc(NC(=O)c2ccc(Br)cc2)n[nH]1	-11.8	-1.6	101.5	-0.8	1.7	4.3	1703	-0.2	.	-0.828	-1.4
Cc1ccc(S(=O)(=O)N2CCOCC2)cc1C(=O)NCc1cccs1	3.5	-0.2	101.7	2.0	4.3	3.0	1411	-2.5	-11.8	1.21	6.5
COc1ccccc1N1CCN(C(=O)c2ccc(C(C)(C)C)cc2)CC1	12.1	1.7	101.1	-0.1	0.6	-3.3	1658	-4.7	22.5	-1.37	0.7
O=C(c1ccc2c(c1)C(=O)N(CCCO)C2=O)c1ccc2c(c1)C(=O)N(CCCO)C2=O	2.3	5.5	100.8	0.7	5.0	0.1	1541	-0.3	-8.3	.	2.9
CCCC(C)NC(=O)COc1ccc(S(=O)(=O)c2ccc(OCC(=O)NC(C)CCC)cc2)cc1 (stereo not drawn)	1.5	-6.3	105.2	1.1	-10.2	-6.1	1498	6.4	-12.7	0.415	7.5
COC(=O)CSc1nc(C2CC2)cc(C(F)(F)F)c1C#N	-2.7	8.3	96.9	2.1	12.1	16.1	1772	1.8	0.1	.	-10.4
CC1(C(=O)O)CCC(C(=O)Nc2ccc(S(N)(=O)=O)cc2)C1(C)C (stereo not drawn)	-3.6	-5.3	106.8	-0.3	-13.4	0.0	1538	-1.6	-26.9	1.6	-3.9
COc1ccc(CC2(CO)CCN(Cc3ccc(NC(C)=O)cc3)CC2)cc1	3.5	8.1	103.2	0.9	-1.4	4.3	1487	-1.5	-0.9	-0.793	-8.4
COc1ccc(-c2nc(N)n[nH]2)cc1OC	7.4	-1.8	103.7	0.1	1.3	-3.2	1489	-10.4	-23.4	.	6.0
Cc1cc(N/N=C/c2cccc(Br)c2)nc2ccccc12	-21.4	-5.7	102.8	-0.4	1.9	8.9	1731	1.3	-7.7	-0.0979	-7.9
CCCCCCCCCCOC(=O)C[N+](C)(C)CC1CCCCC1O (stereo not drawn)	5.2	6.0	96.8	-1.6	-9.8	-2.6	1486	-1.6	-3.2	-1.79*	5.3
CCCc1nc(SCC(=O)Nc2ccccc2)c2c(=O)n(C)c(=O)n(C)c2n1	-9.2	6.6	101.7	5.8	-2.4	13.6	1746	-2.2	.	.	0.5
COc1ccccc1N(Cc1ccccc1)S(=O)(=O)c1cccc(C(=O)Nc2ccc(C(C)=O)cc2)c1	5.5	8.5	94.6	3.5	-0.6	2.0	1607	2.8	3.6	1.06	-0.6
CCC(=O)NC(=S)Nc1ccc(NC(=O)COc2ccc(Cl)cc2Cl)cc1	-3.5	6.4	98.4	5.9	2.1	7.1	1665	-3.0	.	.	-0.5
C=CCC1(C#N)C(SC)=NC2=C(C(=O)CC(C)(C)C2)C1c1ccc(Br)cc1 (stereo not drawn)	12.2	-5.2	104.0	1.9	4.1	4.2	1526	5.7	1.0	.	5.7
CCOc1ccc(OCc2ccc(C(=O)NCC3CCCO3)o2)cc1 (stereo not drawn)	-2.5	3.7	102.0	0.5	6.9	7.1	1589	8.7	4.4	.	2.1
CCN(CC)C(=O)CSc1nnc(-c2cc3ccccc3cc2O)n1CC	-7.0	11.6	95.6	0.3	-2.5	0.7	1412	-0.6	6.3	0.0565	0.9
COC(=O)c1ccc(CSc2nc3ccccc3c(=O)n2-c2ccccc2)o1	-1.1	12.3	93.3	2.3	6.2	2.0	1591	2.0	.	0.0349	-1.8
Next entries
SMILES	TLR4 MyD88 comp	STAT3 blocker	STAT3 activator	RAM network inh	PPARg SRC-2 ag	PPARg SRC1 recr	SRC2 TRFRET art	PPARg SRC-3 ag	S1P3 antag	ROMK mod	STAT1 blocker
Cc1cccc(/C=N/NC(=O)c2cc(-c3cccnc3)nc3ccccc23)c1	-7.3	-2.4	106.0	0.6	-5.4	-5.1	1290	1.5	-20.3	-0.535	14.5
O=C(CN1CCCCC1)N/N=C/c1cc2ccccc2nc1Cl	0.9	7.1	98.0	-0.8	-0.3	0.9	1586	-2.6	-13.0	-0.783	-4.4
COc1ccc(CCNC(=O)CSc2nnc3ccc(-c4cccnc4)nn23)cc1OC	-20.4	15.3	95.2	1.2	4.2	0.3	1810	3.8	-0.8	-0.218	-1.5
CCc1ccc(NC(=O)CN2CCc3ccccc3C2)cc1	-4.3	-10.6	110.1	-1.6	5.8	2.1	1443	0.6	.	.	-0.6
Fc1ccc2nc(C3CCCCN3Cc3nc(CC4CC4)no3)[nH]c2c1 (stereo not drawn)	-6.4	8.2	103.1	0.9	2.0	5.8	1652	4.4	-22.4	0.301	5.0
c1ccc(C(c2ccccc2)c2noc(CN3CCN(CC4CC4)CC3)n2)cc1	18.3	-0.1	104.0	-0.4	-7.0	-1.7	1427	2.5	-3.0	-0.151	2.9
CCOC(=O)C(C(=O)NCC1CCCO1)C1CCCCC1 (stereo not drawn)	-11.5	2.1	99.4	3.5	1.0	1.3	1607	-12.3	.	0.668	-0.1
COC(=O)c1cc2sccc2n1CC(=O)N(C)c1ccccc1	-5.1	9.3	98.0	2.1	1.3	8.9	1565	5.8	-2.5	.	-7.7
COc1ccccc1NC(=O)c1ccc(COc2ccccc2OC)o1	-16.0	11.9	92.6	5.4	-6.0	-1.9	1647	7.6	4.5	.	-5.2
O=[N+]([O-])c1cccc(S(=O)(=O)NCC2CCCO2)c1 (stereo not drawn)	-1.2	6.3	95.4	0.5	-1.7	0.8	1573	-0.8	8.3	.	-1.1
CC(c1cccnc1)N(CCN(C)C)C(=O)Nc1ccc(Cl)c(Cl)c1 (stereo not drawn)	12.3	1.8	102.5	.	4.4	6.1	1521	-8.5	-24.2	.	0.2
O=C1CN(C(=O)COc2ccccc2)CCN1	1.0	5.7	102.7	0.7	-9.4	-9.2	1448	2.9	-35.9	.	0.7
O=C(COC(=O)Cc1ccc(Cl)cc1Cl)NCCC1=CCCCC1	6.9	0.7	97.4	2.2	-2.9	-1.4	1692	1.3	-5.2	0.932	7.3
CC/C(C)=N/Nc1cccc([N+](=O)[O-])c1	-6.9	3.5	96.5	-0.2	-3.1	-5.3	1557	0.1	5.5	.	-5.3
O=C(Nc1cccc(C(F)(F)F)c1)C(Sc1cccc[n+]1[O-])c1ccccc1 (stereo not drawn)	-13.3	7.9	93.6	0.3	4.5	4.4	1640	1.9	14.0	0.0324	6.2
O=C(NC1CCN(Cc2ccccc2)CC1)C1CCN(c2nnc(-n3cccc3)s2)CC1	5.0	6.7	94.7	-0.3	-0.7	1.1	1485	1.3	-14.6	.	-2.7
C=CCN(CC=C)C(=O)CCc1nnc(CCc2c[nH]c3ccccc23)o1	-9.3	-0.5	106.8	0.4	4.4	0.2	1483	1.3	-22.6	.	-18.5
CCOc1ccccc1CNCCO	-12.0	-5.4	108.7	0.0	2.4	7.1	1506	5.8	.	.	-2.4
COc1cc(NC(=O)C2CCCO2)c(C(=O)O)cc1OC (stereo not drawn)	3.6	5.1	98.1	0.7	6.5	6.8	1667	9.7	14.3	.	-5.9
O=C(Cc1c(F)cccc1Cl)Nc1ccc(-n2cnnn2)cc1	5.2	-4.4	105.8	3.2	1.0	4.2	1519	-3.8	-1.2	-0.367	-0.2
Cc1[nH]c2ccccc2c1C(O)CN1CCN(c2cccc(C(F)(F)F)c2)CC1 (stereo not drawn)	2.1	16.1	90.8	0.7	2.5	-3.7	1410	-3.7	-28.6	.	3.2
O=C(CSc1nc2ccccc2c(=O)[nH]1)Nc1ccccc1N1CCOCC1	-1.8	3.6	99.0	3.2	-4.5	8.5	1628	-0.5	-7.5	0.782	-2.4
CCn1nnc(-c2ccccc2NC(=O)c2cc(OC)cc(OC)c2)n1	-2.0	22.0	85.9	1.8	5.5	-1.1	1639	8.3	-22.9	.	-8.4
Cc1onc(-c2ccccc2)c1C(=O)NCc1ccccn1	2.2	0.7	101.0	0.5	-3.5	5.9	1377	8.6	-5.7	.	-2.7
CCC(=O)N1CCN(c2cc(NCC3CCCO3)c(F)cc2[N+](=O)[O-])CC1 (stereo not drawn)	8.8	0.5	103.7	0.6	3.2	4.4	1533	3.1	-9.1	-0.0262	0.8
Later entries:
SMILES	TLR4 MyD88 comp	STAT3 blocker	STAT3 activator	RAM network inh	PPARg SRC-2 ag	PPARg SRC1 recr	SRC2 TRFRET art	PPARg SRC-3 ag	S1P3 antag	ROMK mod	STAT1 blocker
O=C(c1cc(-c2ccccc2O)on1)N1CCCC1	-2.8	0.0	104.4	2.9	2.4	-4.1	1562	9.8	-34.5	.	-8.7
CC(NC(=O)Cn1nc(C(F)(F)F)c2c1CCC2)c1ccccc1 (stereo not drawn)	4.9	3.2	98.7	2.9	2.1	3.2	1583	-2.5	.	.	-5.3
CNC(=O)c1cccc(N2CCCC2=O)c1	0.9	2.3	99.0	0.5	-0.2	0.0	1446	1.9	-5.6	-0.0745	-2.1
Cn1c(=O)c2c(ncn2CC(=O)OCc2ccccc2)n(C)c1=O	-0.3	2.2	99.8	3.2	7.1	-1.6	1669	8.4	-8.3	-1.2	-8.8
Fc1cc(F)c(F)c(SCCc2ccncc2)c1F	-5.1	7.5	93.8	5.0	1.4	5.6	1583	9.8	.	-1.01	7.8
Cn1c(=O)c2c(ncn2CC(=O)NCc2cccnc2)n(C)c1=O	-17.0	-0.5	101.1	0.3	1.1	-2.6	1236	-5.6	3.5	.	-6.4
